Screening results as filed in PubChem BioAssay.
ERK EGF block: blocks ERK signaling stimulated by EGF; AID 1454; Potency, µM (doses to about 11.5 µM), without a hit: at the highest dose activity change, negative = inhibition, hits mostly inhibitors; HEK293-V1b, EGF-stimulated phospho-ERK AlphaScreen; 130,000 compounds, 0.41% hits; active = well fitted inhibition curve with a large enough effect; inconclusive = small, poorly fitted or top-dose-only effect, or effect the other way;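 also: plate controls were stimulated vehicle wells for no effect and unstimulated vehicle basal for full effect; nearly all actives have a fitted effect of over 55% in size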
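Stably V1b-transfected HEK293 cells; 30 min compound, then EGF 25 nM final for 5 min at 37C; 10 min lysis; phospho-ERK by AlphaScreen after 5 hr beads at room temperature.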
The depositor's hits bear a star; u = inconclusive; & = joins results of further samples; [ ] = dose if it differs, or a comment. Potency is read from the fitted curve at half-maximal effect.

SMILES	ERK EGF block
O=c1[nH]c2cc3c(cc2cc1C(c1nnnn1CC1CCCO1)N1CCCCCC1)OCO3 (stereo not drawn)	8%
CCC1SC(CC)C(=O)N(CC(=O)NC2CCCCC2)C1=O (stereo not drawn)	-5%
CC1C(=O)CC(c2ccc([N+](=O)[O-])cc2)NC1c1ccc([N+](=O)[O-])cc1 (stereo not drawn)	-4%
Cc1ccc(N(CC(O)CN2CCCCC2)S(=O)(=O)c2ccccc2[N+](=O)[O-])cc1 (stereo not drawn)	0%
Cc1ccc(-c2nc(N)sc2CC(=O)OCC(=O)NCC2CCCO2)cc1 (stereo not drawn)	13%
CC1=C(C(=O)OC(C)C)C(c2cccs2)C(C(=O)OC(C)C)=C(C)N1	6%
CCCCCC1CC(CC/C(C)=N/NC(N)=O)C(=O)O1 (stereo not drawn)	-14%[57.5 µM]
O=c1[nH]nc(SCc2nnc(-c3ccc([N+](=O)[O-])cc3)o2)n1C1CCCCC1	-12%[57.5 µM]
Cc1ccc(NC(=O)C(=O)Nc2ccc(C)cn2)nc1	1%
CCn1c(=O)cc(C(F)(F)F)[nH]c1=S	1%
c1ccc(CNc2oc(-c3ccccc3)nc2-c2ccccc2)cc1	-12%
Cc1ccc(N2C(=O)C(CN3CCOCC3)C2c2ccccc2)cc1 (stereo not drawn)	1%
Cc1oc(-c2ccccc2Cl)nc1CSc1nc2c(c(=O)[nH]1)CCC2	8%
Cc1ccccc1C(=O)NC(=S)NCCC1=CCCCC1	5%
COc1ccc(N=Nc2ccc(N)nc2N)cc1	u
Cc1cc2nc(Cl)c(Cl)nc2cc1C	-12%[57.5 µM]
Cc1cc(C(=O)COC(=O)c2ccc[nH]c2=O)c(C)n1CCc1ccc(F)cc1	4%
CSCCCNC(=S)N1CCN(S(=O)(=O)c2cccc(C(F)(F)F)c2)CC1	-1%
CC(=O)N(c1ccccc1Cl)S(=O)(=O)c1ccc(Cl)cc1	28%
O=C(NC(=S)NCCc1ccccn1)c1ccco1	-6%
O=C(NCc1cccnc1)C(=O)NCC1OCCN1S(=O)(=O)c1ccccc1 (stereo not drawn)	0%
COCCCN(Cc1ccco1)C(=O)Cn1ncc2c(=O)oc3ccc(C)cc3c21	3%[57.5 µM]
CCCOC(=O)/C(=C\C=C\c1ccccc1)NC(=O)c1ccccc1	1%
Cc1ccc(C)c(N2CCN(C(=O)CCCN3C(=S)NC(C)(C)CC3C)CC2)c1 (stereo not drawn)	7%
CCN(CC)S(=O)(=O)c1ccc(O)c(C(=O)OCC(=O)Nc2cc(C)c(C)cc2[N+](=O)[O-])c1	-1%
Cc1cccc(C2c3[nH]c4ccccc4c3CCN2C(=O)c2ocnc2C)n1 (stereo not drawn)	3%
CCN(CC)CCN(C(=O)C1=COCCO1)c1nc2cc3c(cc2s1)OCO3	6%
O=C(CCC1CCCN(Cc2ccncc2)C1)NCc1ccc(F)c(F)c1 (stereo not drawn)	-12%
CC1CN(CCOc2ccccc2-c2ccccc2)CC(C)O1 (stereo not drawn)	0%
COc1ccc(C(=O)CSc2nnc(NC(=O)C3CC(=O)N(c4cccc(OC)c4)C3)s2)cc1 (stereo not drawn)	0%
CCN(CC)S(=O)(=O)c1ccc(Cl)c(NC(=O)c2ccc(C#N)cc2)c1	-12%
NC(=O)Cc1nc(-c2ccccc2)cs1	4%
O=C(O)/C=C/c1cn(-c2ccccc2)nc1-c1cccc([N+](=O)[O-])c1	5%[57.5 µM]
Cc1ccc(NC(=O)c2oc3ccccc3c2NC(=O)C2CCCO2)cc1C (stereo not drawn)	2%
COc1ccc(CCn2c(NN=C(C)C)nc3c2c(=O)[nH]c(=O)n3C)cc1	-7%[57.5 µM]
Cc1nnc(SCc2cccs2)[nH]c1=O	16%
COc1ccc(-c2cc(-c3ccco3)[nH]c(=O)c2C#N)cc1OC	-11%[57.5 µM]
ClCC1CN(Cc2ccccc2Cl)CCO1 (stereo not drawn)	-16%[57.5 µM]
Cc1coc2cc3oc(=O)c(Cc4ccccc4)c(C)c3cc12	-7%
CCN(CC)S(=O)(=O)c1ccc(N2CCOCC2)c(NC(=O)c2cnccn2)c1	2%
COc1ccc(NC(=S)Nc2ccccc2OC)c(OC)c1	5%
O=[N+]([O-])c1cc2c(cc1/C=N/Nc1nc(N3CCCC3)nc(N3CCCC3)n1)OCO2	21%
O=C(CN1C(=O)C2C3C=CC(C3)C2C1=O)Nc1ccc(F)cc1 (stereo not drawn)	32%
O=C(/C=C/c1ccccc1)N1CCN(c2c(Cl)cccc2[N+](=O)[O-])CC1	1%
O=C(N/N=C(\c1ccccc1)c1ccccn1)c1cccc([N+](=O)[O-])c1	-3%
CCOC(=O)c1c(-c2ccc(F)cc2)csc1/N=C/N(C)C	-1%
O=C1NC[C@@H](Cc2ccc(O)cc2)N(CCc2cccc(F)c2)C1=O	7%[57.5 µM]
O=c1c2ccccc2cnn1Cc1n[nH]c(=S)n1-c1cc(Cl)cc(Cl)c1	2%

Arranged by length of the SMILES (smallest number first): part of the list above.
SMILES	ERK EGF block
Cc1nnc(SCc2cccs2)[nH]c1=O	16%
COc1ccc(N=Nc2ccc(N)nc2N)cc1	u
Cc1ccccc1C(=O)NC(=S)NCCC1=CCCCC1	5%
Cc1coc2cc3oc(=O)c(Cc4ccccc4)c(C)c3cc12	-7%
CCOC(=O)c1c(-c2ccc(F)cc2)csc1/N=C/N(C)C	-1%
CC(=O)N(c1ccccc1Cl)S(=O)(=O)c1ccc(Cl)cc1	28%
O=C(CCC1CCCN(Cc2ccncc2)C1)NCc1ccc(F)c(F)c1 (stereo not drawn)	-12%
Cc1oc(-c2ccccc2Cl)nc1CSc1nc2c(c(=O)[nH]1)CCC2	8%
Cc1cccc(C2c3[nH]c4ccccc4c3CCN2C(=O)c2ocnc2C)n1 (stereo not drawn)	3%
O=c1c2ccccc2cnn1Cc1n[nH]c(=S)n1-c1cc(Cl)cc(Cl)c1	2%
CCN(CC)S(=O)(=O)c1ccc(Cl)c(NC(=O)c2ccc(C#N)cc2)c1	-12%
Cc1cc(C(=O)COC(=O)c2ccc[nH]c2=O)c(C)n1CCc1ccc(F)cc1	4%
O=C(/C=C/c1ccccc1)N1CCN(c2c(Cl)cccc2[N+](=O)[O-])CC1	1%
Cc1ccc(N(CC(O)CN2CCCCC2)S(=O)(=O)c2ccccc2[N+](=O)[O-])cc1 (stereo not drawn)	0%
CC1C(=O)CC(c2ccc([N+](=O)[O-])cc2)NC1c1ccc([N+](=O)[O-])cc1 (stereo not drawn)	-4%

Continued:
SMILES	ERK EGF block
O=S(=O)(Nc1cc2nc3ccccc3nc2n1Cc1ccccc1)c1ccc(Cl)cc1	u
COc1ccc(CCNC(=S)Nc2ccccc2)cc1	1%[57.5 µM]
CCOC(CC(=O)NNC(=O)c1c(-c2ccccc2Cl)noc1C)OCC	1%[57.5 µM]
Cn1c(SCC(=O)NCc2ccco2)nnc1-c1ccccc1	8%
CCCN1C(=O)c2cccc3c(N4CCCCC4)ccc(c23)C1=O	u
CCN(C(=O)COC(=O)c1cccc(-n2cnnn2)c1)C1CCCCC1	6%
COc1cc(NC(=O)c2cccc(C)c2)c(OC)cc1NC(=O)CN1CCCCC1	6%
CC(C)=NNc1cc([N+](=O)[O-])cc2c1C(=O)N(C)S2=O (stereo not drawn)	-12%
O=C(c1ccccn1)N1N=C2/C(=C/c3ccc(F)cc3)CCCC2C1c1ccc(F)cc1 (stereo not drawn)	-1%
CCN(CC)S(=O)(=O)c1ccc(-n2c(=O)c(C(C)C)c(C)n2C)cc1	5%
CCOC(=O)Cc1ncccc1C(=O)Nc1ccc(OC)cc1	-3%
O=C(NNc1nc2ccccc2s1)Nc1ccccc1	6%
Cn1nc(C(F)(F)F)cc1C(=O)Nc1ccc(Cl)cc1	-1%[57.5 µM]
CCOC(=O)C1CCCN(Cc2ccc3c(c2)OCO3)C1 (stereo not drawn)	8%
CCOC(=O)Cc1csc(NC(=O)c2cc3ccccc3o2)n1	11%
CC(=O)Nc1ccc(S(=O)(=O)NC(CC(=O)O)c2ccc(C)cc2)cc1 (stereo not drawn)	-9%[57.5 µM]
N#C/C(=C(/N)Sc1ccc(N)cc1)c1ccccc1C(F)(F)F	0.89µM*
CCC(=O)c1c[nH]c(C(=O)NCc2cccnc2)c1	-9%
Cc1cc(Br)c(NC(=O)COC(=O)C2CC2C)c(Br)c1 (stereo not drawn)	14%
CC(C)N(C(=O)Cn1c(SCC(=O)Nc2nccs2)nc2ccccc21)C(C)C	4%
Cc1ccc(CC2S/C(=N/N=C/c3ccco3)NC2=O)cc1 (stereo not drawn)	1%
CC(C)(CO)CNC(=O)CCc1nnc(CCCc2ccccc2)o1	-5%
Cc1ccccc1Nc1nc2ccccc2s1	0%
COc1ccc(C(=O)O/N=C(/c2ccccc2)c2ccncc2)cc1OC	-6%
Cc1cc(=O)n2[nH]nnc2n1	-2%[57.5 µM]
CN(C)CC(C)(C)CNS(=O)(=O)c1ccc(OC(F)(F)F)cc1	9%
COc1cccc(/C=C(\C(=O)O)c2ccccc2)c1	5%
CSc1ncccc1C(=O)OCc1cccc([N+](=O)[O-])c1	1%
CCOC(=O)CNC(=O)/C=C/c1ccc2c(c1)OCO2	4%
CC(=O)c1cccc(NC(=O)C(NC(C)C)c2ccccc2)c1 (stereo not drawn)	0%[57.5 µM]
Fc1ccc(N2CCN(C(=S)NCC3CCCO3)CC2)cc1 (stereo not drawn)	-4%
Cc1cc2c(cc1C)NC(c1cccnc1)C1=C(CC(C)(C)CC1=O)N2 (stereo not drawn)	1%
CCOC(=O)CC1C(=O)NCCN1Cc1ccc(OC)c(OC)c1 (stereo not drawn)	-9%
O=C(NCc1cc(F)cc2c1OCCO2)[C@H]1C[C@@H]1[C@H](NP(=O)(c1ccccc1)c1ccccc1)c1ccccc1	u
CN(c1ccccc1)c1cc(=O)[nH]c(=O)[nH]1	12%
O=C(CCS(=O)(=O)c1ccccc1)Nc1cccc2c1C(=O)NC2=O	-5%
O=C(COC(=O)Cc1ccc(-c2ccccc2)cc1)NCc1ccccc1	-2%
N#CC(C#N)=C1C=CC=CN1/C(=C\c1ccccc1)C(=O)c1cccs1	-3%
C=CCN(c1ccc(C(=O)Nc2ccc(C)c(C)c2)cc1)S(C)(=O)=O	9%
CN(CC(=O)Nc1ccccc1F)CC(=O)Nc1ccc(F)c(F)c1F	8%
O=C1CCC(=O)N1c1ccc(NCc2ccccc2Cl)c([N+](=O)[O-])c1	0%
O=C(NC(=S)N1CCN(C/C=C/c2ccccc2)CC1)c1ccco1	4%
C=CCN(CC(=O)NCc1ccc(F)cc1)C(=O)c1csnn1	5%
C=CCNC(=O)CC(=O)N/N=C/c1cccs1	-2%
NCCNS(=O)(=O)c1cccc2c(Cl)cccc12	4%&1%
CC1CCCCC1NC(=O)COC(=O)C12CC3CC(CC(Cl)(C3)C1)C2 (stereo not drawn)	0%
COCc1cc(=O)n2[nH]c(-c3cccs3)cc2n1	-7%[57.5 µM]
O=C(O)c1ccc(N/N=C/C(Br)=C/c2ccccc2)cc1	3%[57.5 µM]
O=C(CCc1nc2ccccc2[nH]c1=O)N/N=C/c1ccccc1	1%
O=c1c(Cc2c(F)cccc2Cl)c(O)ccn1CC1CCCO1 (stereo not drawn)	-3%
CN(C)c1ccc(NC(=O)COC(=O)c2cc(=O)c3ccccc3o2)cc1	3%
CCn1cc(C(=O)O)c(=O)c2cc(F)c(N3CCN(S(=O)(=O)c4ccc(NC(=O)OC)cc4)CC3)cc21	-5%
Cn1c(/C(C#N)=C/c2ccc(-c3ccc(S(N)(=O)=O)cc3)o2)nc2ccccc21	-5%
O=c1c(Cl)c(NCc2ccco2)cnn1C12CC3CC(CC(C3)C1)C2	7%
O=C(Cn1ccc([N+](=O)[O-])n1)N1CCCCC1	0%
Cc1cc(/C=N/NC(=O)Cn2c3ccccc3c(=O)c3ccccc32)c(C)n1-c1ccc(Cl)cc1	-5%
CN(CCO)c1cc(N2CCCCC2)c2nonc2c1[N+](=O)[O-]	-7%
O=C(COC(=O)CCC(=O)c1ccc(Cl)cc1)NC1CC1	-2%
O=C(COc1ccc(Cl)cc1)Nc1ccc2c(c1)CCC2	6%
Cc1nc(SCc2cccc(C(=O)O)c2)nc2c1CCCC2	-7%
Remaining list, next part
SMILES	ERK EGF block
COc1cc(CCC(=O)OCC(=O)Nc2ccccc2C#N)cc(OC)c1OC	-5%
O=C(O)CCCC(=O)NNc1ncnc2ccccc12	4%
CC1(C)Cc2c(sc3ncnc(NNC(=S)NCc4ccccc4)c23)CO1	-3%
COC(=O)c1cc(S(=O)(=O)Nc2cc(S(=O)(=O)N(C)C)ccc2C)oc1C	7%[57.5 µM]
CCOC(=O)c1c(NC(=S)Nc2ccc(OCC)cc2)sc2c1CCN(C)C2	2%[57.5 µM]
Cc1ccc(S(=O)(=O)/N=C2/NC(=O)/C(=C/c3ccc(Br)o3)S2)cc1	-5%
C=CCn1c(C)cc(C(=O)COc2ccc(C)nc2[N+](=O)[O-])c1C	3%
Cc1cc(N/N=C/c2ccncc2)nc2ccccc12	-10%
O=C1C2C3C=CC(C3)C2C(=O)N1c1ccc(-c2nc3ccccc3c(=O)o2)cc1 (stereo not drawn)	0%
Cc1ccccc1-c1nnc(SCC(=O)N(CC(C)C)c2c(N)n(CC(C)C)c(=O)[nH]c2=O)n1C	-9%[57.5 µM]
CC(=O)Nc1ccc(-c2ccc3nnc(C)n3n2)cc1	-24%
C#CCOCCOCCOCCNc1nc(N2CCOCC2)nc(N2CCN(C(=O)[C@H](CCCCN)n3cc([C@@H](N)CO)nn3)CC2)n1	3%[57.5 µM]
O=C(NN(C(=O)c1ccccc1)c1ccccc1)c1ccccc1	-10%[57.5 µM]
Cc1ccc(C(=O)Cn2nc(C(=O)O)c3ccccc3c2=O)cc1C	6%[57.5 µM]
CN(C)c1ccc(/C=N/NC(=O)C2CC2c2ccccc2)cc1 (stereo not drawn)	7%
CC(=O)Nc1cccc(OCc2c(F)cccc2Cl)c1	1%[57.5 µM]
COc1ccc2c(c1)SCC(=O)N2C	-5%
CCOCCOc1cccc(C(=O)NC(c2ccccc2)C(C)C)c1 (stereo not drawn)	-7%

A portion of the library (hit frequency here may not be typical).
